Rin1-Abl PPI inh: inhibitors of Rin1-Abl protein binding, primary screen, biochemical, TR-FRET. 0.4% of 360,000 active. Tyrosine-protein kinase ABL1 (Homo sapiens) + Ras and Rab interactor 1 (Homo sapiens), …. inhibition, % at 7.35 µM. AID 588664, 2011; in the data active = inhibition above about 5%, passing the limit was not always enough
PABP1 MLLE inh: inhibitors of PABP1 MLLE–PAM2 peptide binding, primary screen, biochemical, fluorescence polarization, FITC-PAM2, GST-MLLE; Polyadenylate-binding protein 1 (Homo sapiens), P11940; 0.36% of 360,000 active; inhibition, % at 20 µM; AID 588489, 2011; in the data active = inhibition above about 35%, passing the limit was not always enough;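 also: plate controls were DMSO wells with GST-MLLE for no effect and wells lacking GST-MLLE protein for full effect; some results filed as inactive read as strong as hits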
Target sequence (P11940 whole entry, looked up): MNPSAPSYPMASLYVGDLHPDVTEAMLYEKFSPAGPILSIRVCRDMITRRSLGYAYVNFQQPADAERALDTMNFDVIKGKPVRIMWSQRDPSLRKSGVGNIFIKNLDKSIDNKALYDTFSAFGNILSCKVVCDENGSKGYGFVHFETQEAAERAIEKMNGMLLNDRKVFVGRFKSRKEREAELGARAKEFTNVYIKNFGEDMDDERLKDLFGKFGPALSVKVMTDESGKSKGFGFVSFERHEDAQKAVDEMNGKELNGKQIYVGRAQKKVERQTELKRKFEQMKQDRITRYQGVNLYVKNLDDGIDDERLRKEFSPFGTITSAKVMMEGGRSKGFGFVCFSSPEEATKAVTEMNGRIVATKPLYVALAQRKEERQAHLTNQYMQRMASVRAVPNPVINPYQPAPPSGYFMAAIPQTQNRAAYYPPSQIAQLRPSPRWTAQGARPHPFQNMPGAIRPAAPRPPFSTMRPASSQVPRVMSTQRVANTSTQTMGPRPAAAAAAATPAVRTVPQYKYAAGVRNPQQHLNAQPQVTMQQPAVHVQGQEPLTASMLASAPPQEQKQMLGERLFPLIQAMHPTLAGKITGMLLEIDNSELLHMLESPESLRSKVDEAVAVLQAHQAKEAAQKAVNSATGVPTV
SKN-1 inh: suppressors of acrylamide-induced Pgst-4::GFP reporter in worms, primary screen, SKN-1 inhibitor project, whole organism, uHTS, GFP/RFP fluorescence ratio, strain VP596; 0.49% of 360,000 active; inhibition, % at 21.8 µM; C. elegans VP596 Pgst-4::GFP/RFP ratio, 24 h;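 active = interference check ratio from 0.5 to 1.5 plus GFP to RFP signal ratio inhibition reaching or exceeding a fixed threshold, cut at about 30% in these data, passing the limit was not always enough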; also: some compounds called inactive have numbers as strong as hits
CSN deneddyl inh: inhibitors of CSN-mediated cullin deneddylation, primary screen, biochemical, fluorescence polarization, uHTS; 0.38% of 360,000 active; Purified CSN, SCF-Nedd8-OG deneddylation; COP9 signalosome complex subunit 5 (Homo sapiens), Q92905; inhibition, % at 12.5 µM;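 active = pattern-corrected inhibition above about 35%, with an unprinted fluorescence ratio check between 0.5 and 1.5, limit read from the data, passing the limit was not always enough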;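 also: 0% = enzyme with substrate and 100% = substrate without enzyme; some results filed as inactive read as strong as hits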
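test system = HEK293T-derived human Csn5 enzyme | amount = 0.24 nM Csn5 enzyme, final concentration | medium = Tris/NaCl/DTT buffer, pH 7.5 | schedule = 90 min reaction at room temperature | signal = FP | evaluation = inhibition of Csn5 cleavage, % | compound dosing = single dose of 12.5 µM compound with 0.25% DMSO | probe or stimulus = 10 nM SCFSkp2-Nedd8OG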
NadD inh: inhibitors of S. aureus NadD, primary screen, biochemical, colorimetric, uHTS. Nicotinate-nucleotide adenylyltransferase NadD (Staphylococcus aureus N315). purified NadD enzyme, colorimetric absorbance read-out. inhibition, % at 20 µM. 0.78% of 360,000 active. AID 602399, 2012; in the data active = inhibition above about 26%; also: some compounds past the cut are filed as inactive
FAS TE block: FAS thioesterase domain inhibitors, primary screen, biochemical, fluorescence intensity, uHTS. inhibition, % at 15 µM. 0.67% of 360,000 active. Fatty acid synthase (Homo sapiens), P49327. recombinant FAS-TE, OMFH fluorogenic substrate, fluorescence endpoint;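 active = compounds whose normalised, plate-corrected inhibition of enzyme fluorescence in the single-dose primary screen is 50% or more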;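 also: 0% = DMSO with enzyme and 100% = substrate without enzyme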
MT1-MMP act inh: blockers of MT1-MMP proenzyme processing, primary screen, HT1080 RFP-PRO-GFP cells, GFP/RFP fluorescence; Matrix metalloproteinase-14 (Homo sapiens), P50281; GFP/RFP ratio fluorescence, overnight; percent of plate control window, DMSO zero; GFP/RFP ratio change, % at 20 µM; 0.061% of 360,000 active; AID 651647, 2012;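 active = GFP/RFP ratio change of at least 30% with cell ATP level not reduced by more than half and red fluorescence within 50% of control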; also: strong numbers were not always called active
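Assay system: HT1080 cells carrying an RFP-PRO-GFP reporter | Dosing: Single dose of 20 µM compound, 1% DMSO final | Incubation: Cells overnight before dosing, compound overnight, 37 °C, 5% CO2 | Evaluation: GFP/RFP fluorescence ratio | Control set: DMSO and RFP-L50D-GFP cell wells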
Rpn11 inh: Rpn11 (PSMD14) deubiquitinase inhibitors, primary screen, biochemical, fluorescence polarization, uHTS; 26S proteasome non-ATPase regulatory subunit 14 (Homo sapiens), O00487; human 26S proteasome, Ub4-pepOG fluorescence polarization; 20S core pre-blocked with epoxomicin; calls only at 20 µM; 0.59% of 360,000 active;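 active = inhibition at 20 µM, scaled to each plate's controls, above about 33%, limit read from the data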
Target sequence (O00487 whole entry, looked up): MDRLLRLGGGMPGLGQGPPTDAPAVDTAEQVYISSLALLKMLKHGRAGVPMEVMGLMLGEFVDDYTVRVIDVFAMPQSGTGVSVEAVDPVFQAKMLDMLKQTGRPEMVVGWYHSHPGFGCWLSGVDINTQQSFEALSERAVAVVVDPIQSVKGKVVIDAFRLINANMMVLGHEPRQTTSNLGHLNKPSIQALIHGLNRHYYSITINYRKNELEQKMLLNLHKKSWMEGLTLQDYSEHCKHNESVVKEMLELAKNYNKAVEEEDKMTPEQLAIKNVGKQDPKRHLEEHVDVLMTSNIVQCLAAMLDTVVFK
Neddylation inh: inhibitors of cullin neddylation, primary screen, biochemical, TR-FRET, uHTS, NAE and Ubc12; AID 651699, 2012; calls only at 25 µM; 0.58% of 360,000 active; NEDD8-conjugating enzyme Ubc12 (Homo sapiens) + NEDD8-activating enzyme E1 regulatory …; in the data active = inhibition above about 36%
* marks the source's active call; other numbers are inactive results; i = inactive; . = no result given.

SMILES	Rin1-Abl PPI inh	PABP1 MLLE inh	SKN-1 inh	CSN deneddyl inh	NadD inh	FAS TE block	MT1-MMP act inh	Rpn11 inh	Neddylation inh
CCN1C(=O)/C(=C\N2CCCc3ccccc32)SC1=S	0	16	-3	0	-2	15	-5	i	i
CC(C)(C)NC(=O)C(c1cc2ccccc2o1)n1c(=O)c(-c2ccccc2)nc2ccccc21 (configuration not stated)	.	.	-2	4	.	.	-34	.	i
CC(C)c1ccc(N(CC(=O)NCCCN2CCOCC2)S(=O)(=O)c2ccccc2)cc1	-2	10	10	5	-3	-4	-5	i	i
COc1ccc(OC)c(S(=O)(=O)N2CCN(c3ccccc3OC)CC2)c1	3	16	5	-5	1	9	1	i	i
O=C(O)c1ccccc1Cc1nc2cc(Cl)ccc2c(=O)[nH]1	-7	-4	-9	15	-1	0	0	i	i
O=C(COc1ccc([N+](=O)[O-])cc1)NNC(=S)NC(=O)c1ccc(Br)cc1	-2	23	7	7	9	23	4	i	i
COc1ccc(CCN2CC(C(=O)NCc3cnn(C)c3)CCC2=O)cc1 (configuration not stated)	-2	5	1	-3	-3	-6	0	i	i
C/C(=N\Nc1cccc(C(=O)O)c1)c1ccc(Cl)s1	-1	-7	3	2	-2	6	1	i	i
CC1(Cc2ccc3c(c2)OCO3)C(=O)Nc2ccc(-c3cccc(C(F)(F)F)c3)cc21 (configuration not stated)	7.7*	-3	31	0	-3	23	-1	i	i
O=C(Cc1ccccc1[N+](=O)[O-])NCCC1=CCCCC1	4	-2	-4	4	-2	4	3	i	i
Cc1[nH]c2ccccc2c1N=Nc1ccccc1C(=O)O	2	-16	-3	4	6	-4	0	i	i
COC(=O)c1cc2c(ccn2-c2ccc(F)cc2)n1C(C)C	-3	-9	8	-1	-1	20	-3	i	i
Clc1ccccc1SCc1nc2ccccc2[nH]1	-1	26	-20	-8	-4	-1	10	i	i
C[C@H](CO)N1C[C@H](C)[C@@H](CN(C)Cc2ccc(C(=O)O)cc2)Oc2c(NC(=O)Cc3ccccc3)cccc2C1=O	3	-12	15	-2	2	-9	-1	i	i
N#CC1=C(N)C(C#N)(C#N)[C@H](c2cccnc2)[C@H]2CN(C(=O)OCc3ccccc3)CC=C12	0	26	-7	2	4	3	-78	i	i
CC1Cc2cc(C(=O)O)ccc2O1 (configuration not stated)	1	-1	-2	1	4	-8	-1	i	i
O=C(CCCOc1ccc(Cl)cc1Cl)Nc1cc(S(=O)(=O)N2CCOCC2)ccc1N1CCOCC1	0	-4	-20	2	0	31	11	i	i
COc1cccc(OCC(=O)N(C)Cc2nc(-c3ccccc3)no2)c1	0	10	-11	-1	-2	-2	0	i	i
CCOc1ccccc1C1C(C(=O)Nc2ccc(OC)cc2)=C(C)Nc2nc(CCCO)nn21 (configuration not stated)	-1	-24	-3	0	5	-4	-1	i	i
CCN(CC)S(=O)(=O)c1ccc(C(=O)NCc2cccs2)cc1	-3	-35	2	5	2	4	2	i	i
O=S1(=O)N[C@H](Cc2ccccc2)COc2cccc(N3CCC[C@H]3CO)c21	.	.	-16	-5	-3	-3	3	.	i
CN1CCN(C(CNC(=O)C(=O)Nc2ccc3c(c2)OCO3)c2ccc(F)cc2)CC1 (configuration not stated)	1	10	4	4	-5	-1	-1	i	i
COc1ccc(Cl)cc1N(CC(=O)NCC(C)C)S(=O)(=O)c1ccc(C)c([N+](=O)[O-])c1	0	5	2	0	-3	-7	2	i	i
COc1ccc(CCC(=O)Nc2cccc(S(=O)(=O)N(C)C)c2)cc1OC	3	-8	9	-4	-5	-7	2	i	i
O=C(CN1C(=O)NC2(CCCCCC2)C1=O)Nc1ccccc1[N+](=O)[O-]	3	3	-5	-3	-2	0	-1	i	i
COc1ccc(NC(=O)CSc2nnc(-c3cccnc3)n2Cc2ccco2)c(OC)c1	1	7	7	-2	-1	-4	2	i	i
CC(=O)OCC=C1CCC2C3CCC4=CC(=O)CCC4(C)C3C(O)CC12C (configuration not stated)	-1	-3	13	-3	0	7	0	i	i
CC(=O)OC(C)(C)C#CCN1CCCC1	-3	2	4	2	0	-6	2	i	i
O=C(CCN1CCCCC1)NNC(=S)NC(=O)c1ccc(Br)cc1	0	13	20	2	-3	-4	3	i	i
Cc1cc(N2C(=O)C3C4CC(C(Br)C4Br)C3C2=O)no1 (configuration not stated)	0	-6	5	-1	-1	-11	6	i	i
CCCCCCc1nc2nc(Cl)c(Cl)nc2[nH]1	3	5	3	7	1	-1	-7	i	i
Cn1nc(C(=O)NCCc2ccc(S(N)(=O)=O)cc2)c2ccccc2c1=O	0	-12	0	1	-7	-2	4	i	i
Cn1nnnc1NCc1cccc(Cl)c1Cl	0	-6	3	0	2	-4	2	i	i
CCOc1ccc(N(CC(=O)NC(C)(C)C)C(=O)c2ccco2)cc1	2	8	-16	-1	-4	-7	3	i	i
O=C(CSc1nc2ccccc2s1)NCCOc1ccccc1	-6	14	6	-5	-3	-2	-4	i	i
CCNC(=S)N1CCN(c2nc(-c3cccc(OC)c3)cs2)CC1	-1	-135	-14	1	-3	16	3	i	i
CCOC(=O)C1C(c2ccc(C(=O)O)cc2)NC(=O)NC1(O)C(F)(F)F (configuration not stated)	-3	-10	0	0	-5	1	1	i	i
CC(C)CNCC1OCc2ccccc2CO1	-4	0	2	-1	-3	-3	0	i	i
Cc1ccc(NC(=O)Cn2c(=O)c(C)nc3ccccc32)cc1	-3	6	-3	1	-3	-2	-1	i	i
CCc1ccc(OC(=O)CN2C(=O)c3ccccc3C2=O)cc1	1	-1	7	-3	-1	0	2	i	i
COc1ccccc1-n1cc(-c2ccc(Br)cc2)[nH]c1=S	2	4	4	1	2	4	-2	i	i
Cc1nc2n[nH]c(N)c2c2c1CCCC2	-1	1	3	3	-1	-6	3	i	i
O=C(NNC1=NCCC1)c1cccc(S(=O)(=O)N2CCCC2)c1	-2	-13	2	5	-1	-1	0	i	i
COC(=O)c1ccc2c(=O)n(Cc3ccco3)c(SCC(=O)Nc3ccccc3Cl)nc2c1	-6	12	11	2	4	-3	3	i	i
CCC(C)NC(=O)CC(c1ccc(OC)cc1)n1cccc1 (configuration not stated)	1	0	6	6	-4	-10	2	i	i
CN(Cc1ccccc1)S(=O)(=O)c1ccc(OCC(=O)NCc2cccnc2)cc1	-1	1	-1	3	11	-1	4	i	i
CC(=O)C1C(c2ccc(C)cc2)c2c(noc2C)CC1(C)O (configuration not stated)	-1	0	0	-6	4	-6	-1	i	i
Cc1cccc(C(=O)NN2S(=O)(=O)c3ccccc3S2(=O)=O)c1	1	7	3	-6	0	7	-2	i	i
c1ccc(-c2csc3ncn4nnnc4c23)cc1	-2	9	3	0	-2	-5	-4	i	i
N#Cc1ccc(CSc2nnc(COc3ccccc3)n2-c2ccccc2)cc1	0	-81	7	5	2	17	.	i	i
CCOC(CCn1c(SCc2ccc([N+](=O)[O-])cc2)nc2ccccc2c1=O)OCC	0	15	7	1	0	41	-3	i	i
Cc1cc(OCC(=O)OCC(=O)N(C)C2CCS(=O)(=O)C2)ccc1Cl (configuration not stated)	3	12	4	-1	5	-8	-3	i	i
COc1ccc(CNC(=O)c2cc(S(=O)(=O)N3CCCCC3)ccc2Cl)cc1OC	3	-1	1	-2	-1	-4	8	i	i
COc1ccc(C(CNCC(=O)Nc2ccccc2F)N(C)C)cc1 (configuration not stated)	4	4	13	-2	-3	-3	-1	i	i
CCc1ccc2c(c1)CCCN2C(=O)c1ccccc1C(=O)O	-5	8	1	5	-3	-11	-16	i	i
CCOc1ccc(-c2cc(C(=O)N/N=C/c3ccc(O)cc3)c3ccccc3n2)cc1	1	-21	10	-4	18	8	22	i	.
Cn1c(CCCOc2ccc(Cl)cc2Cl)n[nH]c1=S	-5	-16	13	4	-1	2	5	i	i
CCc1nn(C(C)C(=O)NCCN2CCN(c3cccc(C)c3C)CC2)c(=O)c2cc3occc3n12 (configuration not stated)	-2	4	8	-3	-6	10	1	i	i
COc1ccc(C2CC(=O)Nc3cc(C)c(C)cc32)c(OC)c1OC (configuration not stated)	2	10	25	0	-5	-5	2	i	i
O=C(COc1cccnc1[N+](=O)[O-])NCc1ccc(F)cc1	-2	5	2	-5	-3	1	4	i	i

(cont.)
SMILES	Rin1-Abl PPI inh	PABP1 MLLE inh	SKN-1 inh	CSN deneddyl inh	NadD inh	FAS TE block	MT1-MMP act inh	Rpn11 inh	Neddylation inh
COc1ccc(-c2cc3nc(C4CCN(C(=O)OC(C)(C)C)CC4)c(C(=O)O)cn3n2)cc1	-1	4	-4	-2	0	2	-1	i	.
CCOC(=O)C1C(c2ccc(OC)c(OC)c2)c2c([nH][nH]c2=O)CC1(C)O (configuration not stated)	1	-9	-2	-5	-4	-7	4	i	i
CCOC(=O)C1C(C(=O)OC)=C(c2ccc(F)cc2)c2ccccc2N1S(=O)(=O)C(F)(F)F (configuration not stated)	-5	13	4	-4	-5	9	-2	i	i
C#CCNC(=O)C1CCN(c2ccc(S(=O)(=O)N3CCOCC3)cc2Cl)CC1	5	1	-7	2	-6	-9	3	i	i
Nc1ccc(-n2cc(-c3ccccc3)[nH]c2=S)cc1	4	12	5	1	1	-3	-3	i	i
Cc1csc(SCC(=O)Nc2ccc(C)c(S(=O)(=O)N(C)C)c2)n1	0	-1	-7	-2	2	2	7	i	i
CC1=C(C(=O)N(C(C)C)C(C)C)CC(CC(=O)NCCCN(C)C)C(=O)N1CCCN1CCCC1=O (configuration not stated)	1	-3	11	3	1	-11	3	i	i
CN1C(=O)C(CC(=O)NC2CCCCC2)N(C)C1=O (configuration not stated)	3	3	-8	-7	-4	-5	2	i	i
N#CCCn1cc(C(CC(=O)c2ccccc2)C(=O)O)c2ccccc21 (configuration not stated)	4	5	11	4	-3	-6	0	i	i
Clc1cccc(CSc2nnc(-c3cccnc3)n2Cc2ccco2)c1	4	-20	-3	0	-5	5	3	i	i
CCOC(=O)[C@]12CCCC=C1N(CCC1=CCCCC1)C(=O)[C@H](CC(=O)NCCCOC)C2	.	.	6	-3	.	.	6	.	i
O=C(Nc1ccc2c(c1)CCCN2C(=O)c1cccs1)c1cccc(F)c1	2	11	-21	-5	-1	6	0	i	i

Shown comma-delimited: part of the list above.
Molecule,Rin1-Abl PPI inh,PABP1 MLLE inh,SKN-1 inh,CSN deneddyl inh,NadD inh,FAS TE block,MT1-MMP act inh,Rpn11 inh,Neddylation inh
CCc1ccc2c(c1)CCCN2C(=O)c1ccccc1C(=O)O,-5,8,1,5,-3,-11,-16,i,i
CCOc1ccc(-c2cc(C(=O)N/N=C/c3ccc(O)cc3)c3ccccc3n2)cc1,1,-21,10,-4,18,8,22,i,.

Source: PubChem BioAssay (several laboratories)
